Bioassay records as filed in PubChem.
a7 integrin act: activates integrin-mediated alleviation for muscular dystrophy | alpha7betagal myoblasts, beta-gal FDG fluorescence, 48 h | actives 0.064% (n = 350,000) | AID 624291 | Potency, µM (titrated, usually from 38.3 µM), for inactives: top-dose activation, actives largely listed as activators;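 also: potency is read from the fitted curve at half-maximal effect; 100% = response of the positive control SU9516; nearly all actives have a fitted effect of over 60% in size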
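Alpha7betagal+/- myoblasts (passage 13) were plated 16-24 hr, then exposed to compounds (1:260 dilution of DMSO stock) for 48 hours at 37C. After MPER lysis, β-galactosidase reporter activity was read as FDG fluorescence (ex 480/em 540) after 30 minutes.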
Coupling enz: coupling enzyme interference in Giardia aldolase counter-screen. activity change, negative = inhibition, % at 58.2 µM, hits read low. coupling enzyme system counterscreen, AmpLite Red fluorescence. actives 0.67% (n = 290,000); in the data active = activity change below about -30%; also: % is scaled to controls: 0 for no effect and ±100 for the full control effect
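First, compound is pin-transferred into glyceraldehyde-3-phosphate coupling-enzyme reagent at 57.5 uM final and held 10 min at RT. Next, substrate, coupling system and AmpLite Red are added. After 20 min RT, fluorescence (525/598 nm) is read.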
hERG WT inh: KCNH2 (human, wildtype) channel inhibition | Q12809 | U2OS, BacMam KCNH2, thallium flux FluxOr; active compounds read low | activity change, % at 1.84 µM | actives 0.37% (n = 340,000) | AID 720551;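 active = maximum activity change below -70%; inconclusive = maximum activity change between -70% and -50%; inactive = maximum activity change above -50%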; also: % is scaled to controls: 0 for no effect and ±100 for the full control effect
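U2OS cells were transduced with wild-type KCNH2 virus (2.03 x 10^8 / mL) for 4 h at room temperature, then cultured overnight at 37 C. Thallium flux was read with FluxOr dye. Rate constants were normalized to DMSO controls.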
TRPV1 ag: activates the human vanilloid receptor TRPV1 | TRPV1-expressing cells, Fluo-8 calcium influx, agonist mode | activation, % at 8.33 µM | actives 0.19% (n = 320,000) | AID 540275; in the data active = activation above about 80%; inconclusive = between about 30% and that limit; also: 0% is about no effect
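TRPV1-expressing cells were cultured overnight at 35.5C and loaded with Fluo-8 calcium dye for 40 to 90 min at room temperature. After a 10 s baseline, compound was added and calcium influx was read kinetically for 3 min (ex 480/em 520 nm).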
GALK inh: galactokinase (human) inhibition | P51570 | Purified GALK, Kinase-Glo residual ATP luminescence | Potency, µM (titrated, usually from 57.5 µM), without a hit: at the top dose activity change, negative = inhibition, usual class: inhibitors | actives 0.007% (n = 270,000) | AID 1868; also: potency is read from the fitted curve at half-maximal effect; % is scaled to controls: 0 for no effect and ±100 for the full control effect
Target sequence (P51570 whole entry, looked up): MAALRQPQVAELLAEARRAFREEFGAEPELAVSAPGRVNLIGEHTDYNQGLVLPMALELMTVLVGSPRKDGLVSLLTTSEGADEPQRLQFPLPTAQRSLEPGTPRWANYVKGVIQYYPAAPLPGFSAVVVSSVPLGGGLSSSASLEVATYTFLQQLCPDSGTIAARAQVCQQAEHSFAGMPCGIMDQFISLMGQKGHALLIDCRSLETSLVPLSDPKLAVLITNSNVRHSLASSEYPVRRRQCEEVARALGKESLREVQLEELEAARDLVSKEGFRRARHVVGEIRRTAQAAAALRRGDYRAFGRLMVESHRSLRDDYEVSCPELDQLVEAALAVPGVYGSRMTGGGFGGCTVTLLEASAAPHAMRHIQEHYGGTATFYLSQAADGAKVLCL
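The enzyme phosphorylates galactose (100 uM) using ATP (35 uM); inhibition is detected as higher residual ATP, quantified by bioluminescence after 1 h reaction at room temperature, pH 8.0.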
MBNL1-CUG inh: blocks human MBNL1 binding to CUG repeat RNA; Q9NR56; TR-FRET MBNL1-His/biotin-(CUG)12 binding, 665/545 ratio; Potency, µM (highest dose often 57.5 µM), for inactives: at the top dose activity change, negative = inhibition, most hits filed as inhibitors; actives 0.036% (n = 280,000); AID 2675; active = well fitted inhibition curve with a large enough effect in the signal ratio, with a control signal flat, not every such curve was filed as active; inconclusive = small, poorly fitted or top-dose-only effect, or effect the other way, or a change in a side signal; inactive = no such curve, though single readings can be large or run the other way; the % refers to the signal ratio; also: potency is read from the fitted curve at half-maximal effect; % is scaled to controls: 0 for no effect and ±100 for the full control effect
Target sequence (Q9NR56 whole entry, looked up): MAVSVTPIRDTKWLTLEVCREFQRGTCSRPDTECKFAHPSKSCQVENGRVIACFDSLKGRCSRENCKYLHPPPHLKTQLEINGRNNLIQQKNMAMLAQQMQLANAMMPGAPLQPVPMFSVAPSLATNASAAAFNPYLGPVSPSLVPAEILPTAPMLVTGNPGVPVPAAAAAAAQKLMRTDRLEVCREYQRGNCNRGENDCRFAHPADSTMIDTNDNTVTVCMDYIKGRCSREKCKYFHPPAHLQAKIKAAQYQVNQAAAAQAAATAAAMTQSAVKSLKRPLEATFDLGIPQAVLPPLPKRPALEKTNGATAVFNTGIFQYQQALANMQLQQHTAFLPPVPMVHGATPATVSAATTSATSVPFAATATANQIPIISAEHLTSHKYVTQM
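His-tagged MBNL1 binding to biotinylated (CUG)12 RNA was measured by TR-FRET using terbium anti-His antibody (0.055 ng/ul final) and streptavidin-XL665 (5 nM final). Compounds were titrated 92 nM to 58 uM; 60 min at room temperature.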
A-T KAP1 phos: candidate therapy for ataxia-telangiectasia. actives 0.19% (n = 320,000). […] A-T fibroblasts, KAP-1 phosphorylation AlphaLISA; neocarzinostatin DNA damage 30 min before lysis. Potency, µM (doses to about 57.5 µM), for the others: at the highest dose activation, actives largely listed as activators; also: potency is read from the fitted curve at half-maximal effect; % of control where 0% means no effect; nearly all actives have a fitted effect of over 45% in size
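ATM-like activity read as KAP-1 phosphorylation via AlphaLISA donor/acceptor antibody pairs after lysis and 6 hr at 25C. Cells were ATM-null patient fibroblasts ([…], hTERT), dosed 60 min, then exposed to the DSB inducer NCS for 30 min.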
CXXC DNA block: MLL CXXC-DNA interaction inhibition. MLL-CXXC / FITC-HOXA9 DNA fluorescence polarization. AID 2662. Potency, µM (titrated, usually from 115 µM), for inactives: at the top dose activity change, negative = inhibition, usual class: inhibitors. actives 0.037% (n = 290,000); active = well fitted inhibition curve with a large enough effect in the polarisation, with a control signal flat, not every such curve was filed as active; inconclusive = small, poorly fitted or top-dose-only effect, or effect the other way, or a change in a side signal; inactive = no such curve, though single readings can be large or run the other way; the % refers to the polarisation; also: potency is read from the fitted curve at half-maximal effect
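Fluorescence polarization: 7 uM MLL-CXXC (stock) preincubated 5 min with compounds, then 50 nM fluorescein-HOX-A9 DNA (stock) added; 30 min ambient. Buffer 50 mM Tris-HCl pH 7.5, 50 mM NaCl, 1 mM DTT, 0.05% BSA.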
KCNH2 3.1 inh: blocks the human KCNH2 3.1 channel isoform. U2OS KCNH2 3.1, thallium flux FluxOr; active compounds read low. activity change, % (tested at about 1.8 µM). actives 0.95% (n = 340,000). AID 720553;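 active = maximum activity change below -70%; inconclusive = maximum activity change from -70% to -50%; inactive = maximum activity change above -50%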;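 also: thallium influx rate constant from kinetic fluorescence after stimulation buffer; % is scaled to controls: 0 for no effect and ±100 for the full control effect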
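Channel expression came from 3.1 mutant virus (1.77 x 10^8 /mL) applied to suspended U2OS cells for 4 h. Flux was tracked with FluxOr dye plus Red40 quencher, and kinetic rate constants normalized to controls.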
ASM inhibitor: blocks human secretory acid sphingomyelinase | actives 0.006% (n = 340,000) | AID 504937 | Potency, µM (top dose mostly 57.5 µM), for inactives: at the highest dose activity change, negative = inhibition, hits mostly inhibitors | placental ASM, HMU-PC fluorogenic substrate, 60 min; also: potency is read from the fitted curve at half-maximal effect
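Steps: dispense placental human ASM, pin compound, wait 10 min at room temperature, add HMU-PC0 substrate at 9 uM final, incubate 60 min at 37 °C, add stop solution raising pH to 10, read fluorescence.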
Starred values were filed as active, the others as inactive; i = inactive; u = inconclusive; x = no result given; [ ] = dose if it differs, or a comment. Unless noted, calls follow the shape of the dose curve; as a rule, active = well fitted curve in the direction sought with a large enough effect; inconclusive = small, poorly fitted or top-dose-only effect, or another doubt; inactive = no such curve, though single readings can be large; an effect the other way counts as inactive or inconclusive.

Results follow in this order: a7 integrin act, Coupling enz, hERG WT inh, TRPV1 ag, GALK inh, MBNL1-CUG inh, A-T KAP1 phos, CXXC DNA block, KCNH2 3.1 inh, ASM inhibitor
> COC(=O)c1c(NC(=O)CN(c2ccc(C)c(C)c2)S(C)(=O)=O)sc2c1CCCC2
    20%, -1, -7, 2, 0%, 0%, -1%, 4%, -5, -10%
> C/C(CC(=O)Nc1cc(C)ccn1)=N\NC(=O)COc1cccc(C)c1
    x, -3, x, 4, x, 6%, 10%, -5%, x, x
> NC(=O)CC1(CC(=O)O)CCCCC1
    -14%, -1, -1, 2, -4%, -6%, 14%, 6%, 3, 3%
> C=C(C)C(=O)Nc1cccc(C2=NOC3(C2)C[C@@H](C(N)=O)N(C(=O)/C=C/CC)C3)c1 (stereo not given in full)
    26%, 3, 12, -4, -2%, -19%, 19%, 4%, 2, 3%
> COc1ccc(OCC(O)Cn2c(=N)n(Cc3ccccc3)c3ccccc32)cc1 (stereo not given)
    -68%[inhibitor], -2, -1, 1, 1%, -2%, -4%, u, -7, 3%
> O=C(O)c1ccc(Oc2ccc(S(=O)(=O)c3ccc(C(=O)O)c(C(=O)O)c3)cc2)cc1
    15%, 22, 0, -2, -3%, -27%, 6%, -20%, 1, 2%
> CCOC(=O)[C@@H]1[C@H]2COc3cc(OC)ccc3[C@H]2N2C(=O)N(c3ccc(C)cc3)C(=O)[C@]12C
    0%, x, 3, x, x, x, -3%, x, -4, -4%
> c1ccc(CCC2CCCCN2Cc2nc(-c3ccc4c(c3)OCO4)no2)nc1 (stereo not given)
    -8%, -10, -4, 12, 1%, 8%, 3%, 4%, -12, 0%
> Nc1nc(NCCO)nc(NCC2CCCO2)c1[N+](=O)[O-] (stereo not given)
    -1%, 2, -8, 1, 0%, 16%, 5%, 4%, 1, 2%
> Cn1nnnc1SCC(=O)NC(=O)Cc1ccccc1
    -54%[inhibitor], 4, -3, 4, 0%, 1%, 5%, 3%, 3, 2%
> CC1CCN(C(=O)CSc2nc3c(cnn3-c3ccccc3)c(=O)[nH]2)CC1
    -3%, 13, -10, x, 1%, -6%, 12%, -5%, -3, -1%
> Cc1ccc(C(=O)C(C)OC(=O)C2CC(=O)N(C3CCCCC3)C2)cc1 (stereo not given)
    12%, 0, 13, 15, 7%, -10%, -5%, -4%, -7, 2%
> O=C(COC(=O)/C=C/c1cc(Br)ccc1F)NC1CC1
    0%, x, 0, x, x, x, 5%, x, 3, -2%
> Cc1nn(C(C)C(=O)NCCCN(Cc2ccccc2)C(C)C)c(=O)c2c1sc1ccccc12 (stereo not given)
    42%, -1, -22, -3, 1%, 91%[activator], 7%, -2%, -7, i
> Cc1c(/C=N/n2cnnc2)c2ccccc2n1C
    0%, 3, -3, -3, 1%, -2%, -3%, 5%, 2, 0%
> O=C(c1ccco1)N1CCN(Cc2cc(=O)c(OCc3cccc(Cl)c3)co2)CC1
    8%, x, 5, -1, x, x, 3%, x, 14, 2%
> Cc1ccc2cc(C(c3nnnn3C3CCCC3)N3CCN(c4ccc(F)cc4)CC3)c(=O)[nH]c2c1 (stereo not given)
    5%, -11, -11, -1, 1%, u, x, -11%, -27, u
> O=C(NCc1ccc(OC(F)(F)F)cc1)C1CC(c2ccccc2[N+](=O)[O-])=NO1 (stereo not given)
    -17%, 1, x, x, 8%, 21%, -15%, -4%, x, -8%
> O=C(c1ccccc1)N1CCN(C(=S)NCc2ccco2)CC1
    15%, -1, 8, 1, -1%, 0%, 3%, -6%, -4, 2%
> O=C1CN(CC(=O)N2CCOCC2)c2ccccc2O1
    x, -64*, x, -2, -1%, u, 28µM*, -4%, x, x
> CCOc1ccc(N(CC(=O)OC)S(=O)(=O)c2ccc3c(c2)n(C)c(=O)c(=O)n3C)cc1
    4%, -1, -14, 3, 0%, -18%, 14%, -15%, -14, -1%
> O=C1CC(=O)Nc2cc(S(=O)(=O)N3CCN(c4cccc(C(F)(F)F)c4)CC3)ccc2N1
    -15%, -3, 1, 8, -2%, 0%, -4%, 35%[activator], -16, -1%
> CCOc1ccc(/C=C/c2nc(C#N)c(NCCCN(C)C)o2)cc1
    0%, -1, 15, 6, 0%, u, 11%, 8%, 6, i
> Fc1cccc(Cl)c1CSc1nnnn1-c1ccc2c(c1)OCO2
    -34%, 2, -1, 17, 4%, 3%, 8%, 1%, 3, -8%
> O=C(COc1ccccc1[N+](=O)[O-])N1CCN(S(=O)(=O)c2ccccc2)CC1
    -23%, 2, 6, 0, -2%, 4%, 5%, 1%, 0, -2%
> CCOc1ccccc1N1CCN(C(=O)c2c(CC)noc2C)CC1
    -14%, x, -26, 0, x, x, 1%, x, 0, x
> O=C1c2ccccc2C(Nc2ccc(F)c(Cl)c2)N1Cc1ccco1 (stereo not given)
    -31%, -4, 3, 14, -3%, 3%, 14%, 4%, 9, -2%
> Cc1[nH]c2ccccc2c1C(=O)CN1CCC2(CC1)OCCO2
    -36%, -4, 3, 4, 0%, 12%, -2%, -1%, 18, 3%
> COCCn1nnnc1C(c1ccccc1)N1CCN(c2ccccc2)CC1 (stereo not given)
    -20%, 0, -6, 0, -3%, -5%, x, 0%, 8, -6%
> N/C(=N\OCc1ccc([N+](=O)[O-])cc1)c1ccccn1
    -13%, -2, -12, -3, 8%, u, -2%, 2%, -1, 4%
> CN1C(=O)CSC1=NC12CC3CC(CC(C3)C1)C2
    -40%, 0, -4, u, 0%, -10%, 4%, -1%, -11, -1%
> COc1ccc(Cl)cc1NC(=O)c1cc(-c2cc(C)ccc2O)n[nH]1
    u, 0, -3, 7, 6%, -4%, 5%, 9%, -10, 0%
> O=C(/C=C/c1ccccc1)NC(=S)Nc1ncccn1
    -7%, 2, 6, -5, 1%, 6%, -17%, 38%[activator], 7, -1%
> Nc1nonc1C(=O)NCCc1ccccc1
    14%, 1, 5, 1, 2%, -10%, 13%, 9%, -12, 1%
> O=[N+]([O-])c1cccc(/C=N/n2cnnc2)c1
    1%, 0, -4, -4, 0%, u, -12%, 1%, 6, 1%
> Cc1nn2c(N)c(C#N)cnc2c1-c1ccc(Cl)cc1
    5%, 1, -25, -1, -3%, -3%, -6%, 70%[activator], 7, 6%
> COc1cc(/C=C(\C#N)C(=O)Nc2ccc3ccccc3c2)c([N+](=O)[O-])cc1OC
    0%, -2, -9, -3, 0%, x, 2%, 2%, -12, -11%
> CCOC(=O)c1sc2ncnc(OC)c2c1C
    19%, 5, -8, 5, 0%, -11%, 0%, -6%, 5, 0%
> CCOC(=O)C1CCCN(C(=O)c2ccc(C)c([N+](=O)[O-])c2)C1 (stereo not given)
    10%, 0, -1, 3, 0%, x, 0%, 4%, 11, 3%
> COc1ccc(NC(=O)NCc2ccccn2)cc1
    13%, 1, -16, 3, 2%, -4%, 2%, -4%, 5, 0%
> CCOc1ccccc1C(=O)N(C)CC(=O)Nc1ccc(OC)cc1
    -20%, 5, -8, -4, -2%, -3%, -7%, 11%, 8, 0%
> O=C1NC(=S)S/C1=C/c1ccc(N2CCOCC2)o1
    -24%, -51*, 12, -1, 2%, u, x, u, -4, -5%
> COc1ccc(C(=O)Nc2ccccc2C(=O)NC(Cc2ccc(O)cc2)C(=O)NNC(=O)c2ccccc2)cc1 (stereo not given)
    -8%, -1, -13, 1, 0%, x, -6%, 2%, 0, -3%
> COCCNC(=O)/C(C#N)=C/c1ccc(-c2ccc(OC)cc2[N+](=O)[O-])o1
    -14%, x, -6, 1, -3%, 27%, -1%, 14%, -18, -3%
> O=C(c1ccc(S(=O)(=O)Nc2ccc(F)cc2)cc1)N1CCN(c2ccccn2)CC1
    u, 1, 0, 5, 4%, -8%, 13%, -4%, -16, 10%
> O=S(=O)(c1cccs1)N1CCN(c2ccnc3cc(Cl)ccc23)CC1
    -44%[inhibitor], 0, -20, -1, 2%, 62%[activator], 5%, 3%, u, -2%
> Cc1ccc(C(=O)COC(=O)CNC(=O)c2ccco2)cc1
    -15%, 1, 2, 4, x, -5%, 3%, -2%, 25, 2%
> COc1ccc(COc2cc(-c3cccc(OC)c3)nc3ccc(NC(=O)C(C)C)cc23)cc1
    15%, -4, -7, 4, x, 14%, 9%, 37%[activator], -11, -12%
> Cc1ccc(C(=O)c2coc3ccc(O)c(CN4CCN(C)CC4)c23)cc1
    -19%[7.66 µM], 1, 22, 1, 4%, 8%, 1%, -1%, -19, 0%
> Cc1ccc2c(CN3CCN(C(=O)c4ccco4)CC3)cc(=O)oc2c1C
    -1%, 0, 1, 9, 3%, 18%, 17%, 0%, -7, 0%

Single entries from the results shown.
CXXC DNA block result of CCOC(=O)c1sc2ncnc(OC)c2c1C reads -6%
a7 integrin act result of Cc1ccc(C(=O)COC(=O)CNC(=O)c2ccco2)cc1 reads -15%
